CHRM5 agonist: agonists of human muscarinic M5 receptor (CHRM5); activation, % at 3 µM; actives 0.19% (n = 360,000); CHO-K1 hM5 cells, Fluo-8 calcium fluorescence; 0% DMSO wells, 100% maximal acetylcholine response; P08912;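 active means activation above the run's mean over test compounds plus 3 SD, cut at about 23% in these data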;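 further: signal is peak over basal fluorescence ratio across the kinetic read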
Target sequence (P08912 whole entry, looked up): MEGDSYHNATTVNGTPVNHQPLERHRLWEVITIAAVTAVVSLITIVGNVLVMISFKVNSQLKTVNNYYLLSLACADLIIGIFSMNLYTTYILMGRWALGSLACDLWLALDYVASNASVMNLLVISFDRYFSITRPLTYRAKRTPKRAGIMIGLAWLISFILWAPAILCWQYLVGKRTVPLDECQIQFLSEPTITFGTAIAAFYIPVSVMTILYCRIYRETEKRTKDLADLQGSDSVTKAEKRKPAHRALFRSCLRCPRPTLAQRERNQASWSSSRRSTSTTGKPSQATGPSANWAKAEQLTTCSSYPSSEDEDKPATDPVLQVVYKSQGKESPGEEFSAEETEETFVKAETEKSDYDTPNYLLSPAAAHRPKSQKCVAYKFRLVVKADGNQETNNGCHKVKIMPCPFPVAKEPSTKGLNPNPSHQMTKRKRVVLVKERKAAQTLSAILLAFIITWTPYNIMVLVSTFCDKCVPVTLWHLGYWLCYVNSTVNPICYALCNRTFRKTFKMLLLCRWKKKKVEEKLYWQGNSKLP
TAAR1 ag: human TAAR1 agonism. CHO RD-HGA16 TAAR1, Fluo-8 calcium fluorescence; vehicle wells 0%, saturating PEA agonist 100%. activation, % at 3 µM. actives 0.99% (n = 360,000);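 active means activation above the mean activation of all test compounds in the run plus 3 SD, cut at about 38% in these data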
Target sequence (Q96RJ0 whole entry, looked up): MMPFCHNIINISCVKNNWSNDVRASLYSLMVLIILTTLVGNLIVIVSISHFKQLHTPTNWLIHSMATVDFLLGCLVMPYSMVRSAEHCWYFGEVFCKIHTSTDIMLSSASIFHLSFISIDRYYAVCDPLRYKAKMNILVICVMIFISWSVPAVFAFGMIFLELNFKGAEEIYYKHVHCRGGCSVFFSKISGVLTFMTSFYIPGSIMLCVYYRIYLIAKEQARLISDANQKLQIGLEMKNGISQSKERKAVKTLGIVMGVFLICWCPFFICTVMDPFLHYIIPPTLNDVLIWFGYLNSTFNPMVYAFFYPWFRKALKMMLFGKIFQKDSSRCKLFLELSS
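test system = CHO RD-HGA16 cells carrying human TAAR1 plus Gα16 | schedule = 17-24 h seeding, 75 min 37 °C dye, 30 min RT | compound dosing = 3 µM single concentration | control set = DMSO and PEA EC100 | replicates = n 1 | signal = Fluo-8 fluorescence, 5 s baseline then 140 s kinetic read | measure = percent activation vs PEA EC100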
M1 antag: human CHRM1 antagonism. P11229. CHO-K1 hM1, Fluo-8 calcium fluorescence, ACh EC80 antagonist. inhibition, % at 3 µM. actives 1.3% (n = 360,000). AID 588852;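 active means percent inhibition above its own plate's cutoff, namely the mean of that plate's compound wells plus 3 SD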;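 further: peak over basal fluorescence ratio during 140 s after agonist addition; 0% = ACh EC80 plus DMSO and 100% = DMSO alone without agonist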
M4 antag: blocks acetylcholine activation of human M4 receptor. inhibition, % at 3 µM. P08173. actives 0.73% (n = 360,000). CHO-hM4 cells, ACh EC80, Fluo-8 calcium fluorescence;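 active means inhibition above its plate's cutoff, the mean inhibition of sample wells plus 3 SD, cut at about 27% in these data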;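 further: 0% = acetylcholine EC80 with DMSO and 100% = DMSO without agonist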
CHRM5 antagonist: blocks acetylcholine activation of human M5 receptor. P08912. CHO-hM5 cells, Fluo-8 calcium fluorescence, ACh EC80. inhibition, % at 3 µM. actives 0.59% (n = 360,000). AID 624040;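 active means inhibition above a per-plate cutoff, the mean of that plate's test compounds plus 3 SD, cut at about 27% in these data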;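 further: 0% = acetylcholine EC80 with DMSO and 100% = DMSO without agonist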
M1 ag: activates human CHRM1 receptor | P11229 | CHO-K1 hM1, Fluo-8 calcium fluorescence, agonist mode; 0% DMSO, 100% acetylcholine EC100 | activation, % at 3 µM | actives 0.33% (n = 360,000);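 active means activation above the run's mean compound activation plus 3 SD, cut at about 16% in these data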;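 further: peak over basal fluorescence ratio within a 140 s kinetic read after compound addition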
M5 PAM: positive allosteric modulators of human muscarinic M5 receptor | actives 0.3% (n = 360,000) | AID 624038 | activation, % at 3 µM | CHO-K1 hM5, Fluo-8 calcium, ACh EC20 PAM; 0% = ACh EC20, 100% = ACh EC100 | P08912;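 active means activation above the run cutoff, the mean activation of all test compounds plus 3 SD, cut at about 18% in these data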
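System – CHO-K1 hM5 cells · Compound – 3 µM, single dose · Incubation – compound preincubation 140 s before EC20 acetylcholine addition · Technique – Fluo-8 calcium fluorescence · Measure – Max/basal fluorescence ratio as % of EC20–EC100 ACh window · Benchmarks – low control EC20 acetylcholine (0%), high control EC100 acetylcholine (100%) · Replication – singlicate, one well per test compound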
CHRM1 PAM: positive allosteric modulators of human M1 muscarinic receptor; CHO-K1 hM1, Fluo-8 calcium fluorescence, ACh EC20; 0% = ACh EC20, 100% = maximal ACh; activation, % at 3 µM; actives 0.088% (n = 360,000); in the data active means activation above about 19%, passing the limit was not always enough
M4 ag: CHRM4 agonism in calcium assay | CHO-K1 hM4/Gqi5, Fluo-8 calcium fluorescence; vehicle 0%, full acetylcholine response 100% | activation, % at 3 µM | actives 0.14% (n = 360,000);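 active means activation above the run mean over all test wells plus 3 SD, cut at about 32% in these data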;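 further: peak over basal fluorescence ratio per well then scaled between controls; 0% = DMSO wells and 100% = acetylcholine at EC100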
An asterisk follows results filed as active; nt = no result given. An excerpt; rates above refer to the full screens.

no.	smiles	CHRM5 agonist	TAAR1 ag	M1 antag	M4 antag	CHRM5 antagonist
1	CCOC(=O)c1ccc(-n2c(-c3ccco3)nc3ccccc3c2=O)cc1	-1	14	3	-12	-4
2	Cc1ccc(NC(=O)Cn2c(CCC(=O)O)ccc2-c2ccc(Cl)cc2)cc1	-7	-2	10	6	12
3	O=C(CCCOc1ccccc1)NCc1ccco1	2	7	-2	15	4
4	COc1cccc(/C=N/NC(=O)c2cnn(-c3ccccc3)c2N)c1	-6	11	-13	-9	10
5	COc1ccc2cc(C(=O)C3CCCN(C(=O)c4cncs4)C3)ccc2c1 (stereo unspecified)	-4	2	-7	-3	-2
6	CCc1ccc(N2CC(C(=O)OCC(=O)NC3CCS(=O)(=O)C3)CC2=O)cc1 (stereo unspecified)	1	1	-1	14	7
7	c1ccc(CNc2ncnc3nc[nH]c23)cc1	1	1	-20	-13	0
8	CCOc1ccc(CNC(=O)CCCc2cn(C)c3ccccc23)cc1OC	-2	-1	-2	-6	5
9	C(=C\c1ccccc1)/CN1CCN(C(c2cc3ccccc3o2)c2nnnn2C2CCCCC2)CC1 (stereo unspecified)	1	2	-11	-3	-6
10	COc1ccc(C(=O)N(CCc2ccccc2)Cc2ccccc2)cc1S(=O)(=O)N1CCOCC1	1	5	6	7	10
11	O=C(CSc1nc2ccccc2c(=O)n1-c1ccc(F)cc1)Nc1cc(S(=O)(=O)N2CCOCC2)ccc1Cl	2	5	5	30*	5
12	CCCCCc1c(Cc2ccccc2)ncn1CCc1ccccc1OC	0	63*	nt	17	30*
13	COc1ccc(-c2cc(C(=O)NCCN3CCOCC3)c3ccccc3n2)c(OC)c1	3	0	-6	2	1
14	C/C(=N\NC(=O)c1ccoc1C)c1ccccc1O	-4	2	-10	-3	2
15	O=C(Cn1c(=O)cnc2ccccc21)N1CCN(S(=O)(=O)c2cccc([N+](=O)[O-])c2)CC1	-1	3	-6	2	2

no.	M1 ag	M5 PAM	CHRM1 PAM	M4 ag
1	-2	-2	5	2
2	-4	-1	-3	0
3	-3	2	4	2
4	-4	-3	1	5
5	-4	1	5	7
6	-2	-3	-2	-1
7	-1	3	2	2
8	-3	-7	3	2
9	6	-5	3	0
10	-5	-16	-5	13
11	1	-9	-6	4
12	nt	-22	nt	10
13	-3	-6	3	5
14	-8	0	10	2
15	0	4	10	0

A second format for some results above.
nr | canonical_smiles | CHRM5 agonist | TAAR1 ag | M1 antag | M4 antag | CHRM5 antagonist | M1 ag | M5 PAM | CHRM1 PAM | M4 ag
9 | C(=C\c1ccccc1)/CN1CCN(C(c2cc3ccccc3o2)c2nnnn2C2CCCCC2)CC1 (stereo unspecified) | 1 | 2 | -11 | -3 | -6 | 6 | -5 | 3 | 0
10 | COc1ccc(C(=O)N(CCc2ccccc2)Cc2ccccc2)cc1S(=O)(=O)N1CCOCC1 | 1 | 5 | 6 | 7 | 10 | -5 | -16 | -5 | 13
11 | O=C(CSc1nc2ccccc2c(=O)n1-c1ccc(F)cc1)Nc1cc(S(=O)(=O)N2CCOCC2)ccc1Cl | 2 | 5 | 5 | 30* | 5 | 1 | -9 | -6 | 4
12 | CCCCCc1c(Cc2ccccc2)ncn1CCc1ccccc1OC | 0 | 63* | nt | 17 | 30* | nt | -22 | nt | 10
13 | COc1ccc(-c2cc(C(=O)NCCN3CCOCC3)c3ccccc3n2)c(OC)c1 | 3 | 0 | -6 | 2 | 1 | -3 | -6 | 3 | 5

Further structures follow.
no.	smiles	CHRM5 agonist	TAAR1 ag	M1 antag	M4 antag	CHRM5 antagonist
16	COc1cccc(C2C=C(c3cccs3)Nc3ncnn32)c1OC (stereo unspecified)	-1	nt	11	9	3
17	c1ccc(-c2nccc(-c3ccc(-n4cnc5ccccc54)cc3)n2)cc1	-4	18	-7	1	-4
18	CCn1c(=O)c2sccc2n(Cc2cccc(C)c2)c1=O	1	-1	-27	9	-4
19	O=C(Nc1nnc(-c2cccs2)o1)c1ccco1	-1	0	-10	-19	2
20	O=C(CCCC(=O)N(c1ccc(F)cc1)C(C(=O)NC1CCCC1)c1ccc(O)cc1)Nc1ccccn1 (stereo unspecified)	-3	6	-8	-1	16
21	OC[C@@H]1CN(Cc2ccc3c(c2)OCO3)C[C@H](n2cnc3c(NC4CC4)ncnc32)O1	0	1	6	3	6
22	CCOC(=O)CSc1nc2ccc(C)cc2n2cnnc12	-7	1	4	-6	-6
23	Cc1ccc(NC(=O)Cn2c(=O)cnc3ccccc32)cc1S(=O)(=O)N1CCOCC1	2	2	-7	-26	-2
24	CNC(=O)N(C1=NCC(C)(C)S1)c1ccc(F)c(Cl)c1	-1	10	-14	-6	1
25	CN1CCN(Cc2nc(Cc3cccc(F)c3)no2)CC1c1ccccc1 (stereo unspecified)	-4	1	-4	6	2
26	Fc1ccc(-n2cc(CNCCc3ccncc3)c(-c3ccccc3Cl)n2)cc1	-5	6	-4	-5	-2
27	CCC(=NNS(=O)(=O)c1ccc(C)cc1)c1ccccc1	2	3	-17	-8	15
28	C[C@H](CO)N1C[C@H](C)[C@@H](CN(C)C(=O)Nc2ccc(C(F)(F)F)cc2)Oc2ccc(NC(=O)Nc3ccccc3)cc2C1=O	3	4	-1	6	-6
29	COc1cc(OC)nc(Nc2nc(C(N)Cc3ccccc3)cs2)n1 (stereo unspecified)	3	18	-8	1	8
30	Cc1cccc(NC(=O)CSCC(=O)N(CCC(C)C)c2c(N)n(Cc3ccccc3)c(=O)[nH]c2=O)c1	-1	0	-8	0	2

no.	M1 ag	M5 PAM	CHRM1 PAM	M4 ag
16	-3	-6	-4	0
17	-2	0	1	1
18	1	-3	23	-1
19	2	-3	10	0
20	-6	-5	6	3
21	-1	-1	-7	3
22	-8	4	6	2
23	-3	4	5	7
24	-7	-1	2	-1
25	-8	4	4	1
26	-9	-3	1	1
27	-3	0	7	-1
28	-4	5	3	-2
29	5	-2	5	10
30	-3	-1	6	0

The last 2 records of the section before lead into the next.
no.	smiles	CHRM5 agonist	TAAR1 ag	M1 antag	M4 antag	CHRM5 antagonist
29	COc1cc(OC)nc(Nc2nc(C(N)Cc3ccccc3)cs2)n1 (stereo unspecified)	3	18	-8	1	8
30	Cc1cccc(NC(=O)CSCC(=O)N(CCC(C)C)c2c(N)n(Cc3ccccc3)c(=O)[nH]c2=O)c1	-1	0	-8	0	2
31	O=C(c1ccc([N+](=O)[O-])cc1Cl)N1CCN(c2ccccn2)CC1	4	1	1	1	12
32	CCC(=O)N1CCc2cc(S(=O)(=O)CCC(=O)O)ccc21	-3	3	-4	-8	5
33	O=C(CNC(=O)N1CC(=O)Nc2ccccc21)Nc1ccc(F)c(Cl)c1	-3	1	-1	1	3
34	Cc1ccccc1NC(=O)c1sc(Cl)nc1C	-3	-1	-9	-5	0
35	COC(=O)c1cc(N=Nc2sc(N)nc2C)cc(C(=O)OC)c1	8	0	-4	-3	-21
36	COc1ccc(C(=O)CCC(=O)N2CCN(c3cccc(Cl)c3)CC2)cc1	5	4	6	-5	1
37	O=C(CS(=O)(=O)c1ccccc1)Nc1nnc(Cc2ccccc2)s1	-1	0	-5	2	-4
38	Cc1ccc(C(=O)NNC(=O)c2csc(N3CCOCC3)n2)o1	3	0	-5	-16	-7
39	Cn1c(CCC(N)=O)nnc1SCC(=O)Nc1ccccc1C(=O)NC1CC1	1	-2	0	6	18
40	Cc1ccc(S(=O)(=O)N(C)CC(=O)OCC(=O)N2CC(=O)Nc3ccccc32)cc1	-4	6	-7	3	-1
41	CC(OC(=O)C1CC1)C(=O)Nc1cccc(S(=O)(=O)N2CCOCC2)c1 (stereo unspecified)	0	9	-4	7	6
42	CC(=O)c1ccc(S(=O)(=O)N2CCN(C(=O)c3cccc(S(=O)(=O)N4CC(C)OC(C)C4)c3)CC2)cc1 (stereo unspecified)	0	6	12	-10	13
43	O=[N+]([O-])c1cc([N+](=O)[O-])c(Oc2cccc3c2CCCC3)cc1NN1CCCCC1	3	1	-3	-6	-3
44	CCOc1ccc(-n2c(SC(C)C(=O)OC)nc3c(c2=O)SCC3)cc1 (stereo unspecified)	-2	8	1	15	0
45	CSc1nsc(SC)c1NC(=O)N1CCCC1	0	4	-12	-6	-1

no.	M1 ag	M5 PAM	CHRM1 PAM	M4 ag
29	5	-2	5	10
30	-3	-1	6	0
31	-4	-2	-2	4
32	-1	0	0	0
33	-2	-3	0	2
34	-6	2	3	0
35	-4	17	4	0
36	-1	-11	-12	19
37	-2	5	4	0
38	2	7	23	1
39	-4	-6	0	0
40	-9	-4	4	2
41	-1	8	-1	1
42	-4	-8	-4	6
43	-1	12	9	2
44	-9	-3	-2	1
45	2	6	14	0

The results go on:
no.	smiles	CHRM5 agonist	TAAR1 ag	M1 antag	M4 antag	CHRM5 antagonist
46	COc1cc2c(cc1OC)C1CC(=O)C(CC(C)C)CN1CC2 (stereo unspecified)	1	1	-5	-7	-8
47	COc1ccc(OCC2c3cc(OC)c(OC)cc3CCN2C(=O)C(C)C)cc1 (stereo unspecified)	-2	4	-9	0	-1
48	CCOC(=O)N1CCN(C(=O)c2cnsn2)CC1	-1	7	-9	7	5
49	C=CCN1CN(S(=O)(=O)c2cccc(Cl)c2)c2nc3ccccc3nc21	-5	12	8	3	1
50	Cc1ccc(CNC(=O)c2cc3ccccc3oc2=O)cc1	2	0	-15	-13	8

no.	M1 ag	M5 PAM	CHRM1 PAM	M4 ag
46	-1	0	4	2
47	-4	5	7	1
48	-1	-4	7	0
49	-2	-3	-3	1
50	-4	6	11	2

Assay outcomes as filed in PubChem BioAssay.
